STK33 inh – human STK33 kinase inhibition. 320,000 tested, 0.073% active. purified STK33, MBP phosphorylation, ADP-Glo luminescence. AID 2661. inhibition, % at 10 µM;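 active = inhibition at or above 25%, using the most active replicate where run in duplicate; inactive = inhibition below 25%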
Target sequence (Q9BYT3 whole entry, looked up): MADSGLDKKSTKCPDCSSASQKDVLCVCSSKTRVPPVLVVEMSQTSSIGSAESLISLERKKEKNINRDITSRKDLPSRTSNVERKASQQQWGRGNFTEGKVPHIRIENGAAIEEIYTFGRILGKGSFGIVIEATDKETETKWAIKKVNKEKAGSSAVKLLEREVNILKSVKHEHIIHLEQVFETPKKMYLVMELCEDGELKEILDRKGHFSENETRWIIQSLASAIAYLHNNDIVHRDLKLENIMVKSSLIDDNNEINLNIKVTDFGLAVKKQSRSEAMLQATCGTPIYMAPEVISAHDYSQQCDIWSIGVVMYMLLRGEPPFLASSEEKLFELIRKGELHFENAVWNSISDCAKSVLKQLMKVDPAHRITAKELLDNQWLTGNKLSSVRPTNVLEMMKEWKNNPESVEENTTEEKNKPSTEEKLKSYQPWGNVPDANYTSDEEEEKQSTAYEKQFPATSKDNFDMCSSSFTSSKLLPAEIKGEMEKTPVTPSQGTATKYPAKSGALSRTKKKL
Kir21 block – inhibitors of mouse Kir2.1 inward-rectifier potassium channel. HEK293-Kir2.1, FluxOR thallium flux fluorescence; active compounds read low. P35561. B-score at 10 µM. 310,000 tested, 0.85% active;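 active = fluorescence ratio B-score at or below minus 3 SD of library scores, with starting-brightness B-score within 2 SD, cut at about -4.2 in these data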;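 note: channel flux triggered by added potassium and thallium sulfate stimulus; B-score of peak minus minimum fluorescence over baseline after thallium stimulus; more negative B-score means stronger Kir2.1 block with less thallium influx; some compounds called inactive have numbers as strong as hits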
Target sequence (P35561 whole entry, looked up): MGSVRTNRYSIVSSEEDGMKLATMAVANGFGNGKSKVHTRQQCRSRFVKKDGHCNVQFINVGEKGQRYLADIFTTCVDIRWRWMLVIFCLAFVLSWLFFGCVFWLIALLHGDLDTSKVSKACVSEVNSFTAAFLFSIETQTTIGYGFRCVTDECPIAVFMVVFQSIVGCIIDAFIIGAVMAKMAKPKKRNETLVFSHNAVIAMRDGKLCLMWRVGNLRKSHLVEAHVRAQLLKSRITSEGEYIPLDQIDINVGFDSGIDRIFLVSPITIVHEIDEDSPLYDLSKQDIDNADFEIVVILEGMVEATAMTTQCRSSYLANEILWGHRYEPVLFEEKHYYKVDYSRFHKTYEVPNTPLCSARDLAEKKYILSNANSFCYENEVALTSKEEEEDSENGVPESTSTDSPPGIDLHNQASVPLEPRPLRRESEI
Numbers without * were called inactive; nt = not tested or not shown.

STK33 inh	Kir21 block	SMILES
-0.1	1	CCn1c(SCC(=O)Nc2ccc(N3CCOCC3)cc2)nnc1-c1ccc(OC)cc1
-0.5	-1.5	CCS(=O)(=O)N1Cc2ccccc2CC1C(=O)N1CCN(c2cccc(C)c2C)CC1 (stereo not given)
0.1	1.1	CC(=O)NN1C(=O)/C(=C2/Sc3ccccc3N2C)SC1=S
-0.3	-2	Clc1ccccc1CSc1snnc1-c1ccccc1
-1.2	0.97	CCCCCN=C(C)c1c(O)c2ccccc2oc1=O
-0.6	nt	Cc1cc(Cl)ccc1OCC(=O)OCC(=O)Nc1ccc(F)c([N+](=O)[O-])c1
-1.5	-0.42	Cc1cc(C)cc(NC(=O)CCc2nc3sc4c(c3c(=O)[nH]2)CCCC4)c1
0.5	1.8	Cc1ccc(Nc2nc3ccccc3n3cnnc23)cc1C
2.1	1.2	CCn1cc(C(=O)OCc2ccccc2)c(=O)c2ccc(C)nc21
12	-0.71	O=C1c2cc(O)cc(O)c2C(=O)c2c1cc(O)c([C@@H](CO)CCO)c2O
-1.1	0.43	CCOC(=O)Cn1c(-c2cccnc2Cl)nc2cc(C)c(C)cc21
-1.4	1.2	CCc1ccc(C(CC(=O)c2ccc(Cl)cc2)C(=O)O)cc1 (stereo not given)
-0.5	-1.3	COc1ccc(C(=O)/C=C/NCc2ccc(F)cc2)cc1OC
3.5	3.1	c1ccc(Cc2nnc3sc(Nc4ccccc4)nn23)cc1
-0.4	-2.5	COc1ccc(C(=O)NCCn2cc(SCC(=O)Nc3nnc(C)s3)c3ccccc32)cc1
-1.7	0.45	CC(=O)N1CCC2(CC1)CC(=O)c1cc(OCC(=O)N3CCCC3)ccc1O2
-1.0	-0.72	COc1ccc(CC(=O)N/N=C(/C)CC(=O)N(C)c2ccccc2)cc1
1.9	-0.26	CCn1cc(C(=O)N[C@H](C)c2ccccc2)c(=O)c2cc(F)c(N3CCN(C)CC3)cc21
2.0	-0.33	CN1CCN(c2ccc(-c3cccc(NC(=O)COc4ccccc4)c3)nn2)CC1
-0.2	-2.1	CCC(=O)Nc1cccc(-n2nnnc2SCC(=O)c2ccc(C)c(C)c2)c1
-1.5	-1.1	N#Cc1nc(-c2ccco2)oc1NCc1cccnc1
-1.0	-1.6	NS(=O)(=O)c1ccc(CCNC(=O)CCS(=O)(=O)c2ccc(Br)cc2)cc1
1.6	-0.04	CCn1c(COc2ccc(=O)n(-c3ccccc3)n2)nnc1SCc1ccccc1
1.0	-1.6	Cc1cccc(CCNC(=O)COc2cc(=O)n(C)c3ccccc23)c1
1.0	1.6	N#CC1=C(S)N(c2ccc(F)cc2)C2(CCCCC2)NC1=O
-0.8	-0.04	COc1ccccc1N1CCN(C(c2cc3cc(C)ccc3[nH]c2=O)c2nnnn2C2CCCC2)CC1 (stereo not given)
-1.1	-0.32	C=CCNC(=O)CCCOc1ccc(C)cc1
-1.2	-0.58	Cc1nnc(SCC(=O)n2c3c(c4ccccc42)CCCC3)s1
-1.5	-1.3	O=c1[nH]c(N/N=C/c2ccccc2Br)nnc1-c1ccccc1
-0.2	-0.08	COc1ccc(C(=O)NCc2nnc(SCC(=O)NC3CCCCC3)o2)cc1
-0.3	nt	COc1ccccc1NS(=O)(=O)c1cccc(C(=O)NCC(c2ccco2)N2CCCC2)c1 (stereo not given)
-0.2	-0.76	N#CC(C#N)=Cc1cccn1-c1ccc(S(N)(=O)=O)cc1
-0.8	0.02	CCOC(=O)c1c(/N=C/c2ccccc2O)sc2c1CCC2
-0.6	1.2	Cc1ccccc1C(=O)N1CCN(c2ccc(NC(=O)CSc3ccc(Cl)cc3)cc2)CC1
-1.2	-1.3	O=C(Cc1ccccc1)NC1(O)C(=O)c2ccccc2C1=O
-2.2	-0.34	CCn1c(CCC(=O)Nc2ccccc2F)nnc1SCC(=O)Nc1ccc(OC)cc1
0.4	0.59	CC1Cc2ccccc2N1C1=CC(=O)CCC1 (stereo not given)
1.3	1.4	COc1ccc(-n2nc(C(=O)N3CCN(Cc4ccc5c(c4)OCO5)CC3)c3ccccc3c2=O)cc1
0.5	0.04	CC(=O)Nc1ccc(NC(=S)NC(=O)C2CCCC2)cc1
-0.5	-1.1	Cc1nc(N2CCOCC2)nc(OCCN2CCOCC2)c1[N+](=O)[O-]
-0.7	0.15	COC(=O)[C@H](C)NC(=O)Nc1cccc(Br)c1
0.0	1.7	COc1ccc(/C=N/Nc2cc(C)nc(NS(=O)(=O)c3ccc(C)cc3)n2)cc1
-2.1	-0.13	O=C(Nc1cccnc1)OCc1ccccc1
-1.5	2.4	COCCCNS(=O)(=O)c1ccccc1
4.6	-2.3	COc1cccc(-n2nnnc2S(C)(=O)=O)c1
-2.2	-0.21	O=C(c1ccccc1)c1cnc(Nc2ccc(Cl)c(Cl)c2)s1
-6.9	-0.04	Cc1cc(NC(=O)c2sc(Nc3cccc(C(F)(F)F)c3)nc2N)no1
-1.6	0.26	CCOc1ccc(CN=C(N)N=C(N)N)cc1Cl
-0.7	-1.7	COc1cc(OC)cc(C(=O)N[C@H](C(=O)OCC(=O)Nc2cccc(F)c2)C(C)C)c1
0.0	0.36	NC(=O)C1CCN(C(=O)CCC(=O)c2ccc(F)cc2)CC1

An excerpt from above in order of heavy-atom count, high to low.
STK33 inh	Kir21 block	SMILES
0.0	1.7	COc1ccc(/C=N/Nc2cc(C)nc(NS(=O)(=O)c3ccc(C)cc3)n2)cc1
-6.9	-0.04	Cc1cc(NC(=O)c2sc(Nc3cccc(C(F)(F)F)c3)nc2N)no1
-2.1	-0.13	O=C(Nc1cccnc1)OCc1ccccc1

Entries of single compounds, looked up by structure. Order of values: STK33 inh, Kir21 block
Record of `COc1ccc(/C=N/Nc2cc(C)nc(NS(=O)(=O)c3ccc(C)cc3)n2)cc1` → 0.0, 1.7
Record of `COc1ccc(-n2nc(C(=O)N3CCN(Cc4ccc5c(c4)OCO5)CC3)c3ccccc3c2=O)cc1` → 1.3, 1.4

More results
STK33 inh	Kir21 block	SMILES
0.9	0	Cc1cc(NC(=O)COC(=O)c2ccc(F)c(S(=O)(=O)N3CCOCC3)c2)no1
2.5	0.84	c1ccc2c(C3=NNC(=NC4CC4)SC3)c[nH]c2c1
1.0	-1	COc1cc(/C=C/C(=O)OCC(=O)NC(=O)NC(C)(C)C)ccc1O
-1.0	-2.4	CCCCCCCCOC(=O)c1nc(Cl)c(Cl)c(N)c1Cl
-2.7	-0.43	Cc1nonc1C(=O)N1CCCC(Nc2ccc(C(C)C)cc2)C1 (stereo not given)
-0.7	-0.8	CCCc1cc(=O)oc2cc(C)cc(OCC(=O)NCCCN3CCCC3=O)c12
-0.7	-0.03	CC(C)c1ccc(OCC(=O)Nc2ccc(S(=O)(=O)Nc3ccccn3)cc2)cc1
0.1	-0.18	O=C(Cc1ccc(Cl)cc1)NCC(=O)N1CCN(c2ccccc2)CC1
1.9	-0.68	Nc1ccc2c(c1)Cc1cc([N+](=O)[O-])ccc1-2
0.4	0.43	CC1CCN(C(=O)CSc2nc3ccccc3c(=O)n2Cc2ccc3c(c2)OCO3)CC1
0.7	3.9	O=S(=O)(NC1=NCCCCC1)c1ccc2sc(NS(=O)(=O)c3ccc4ccccc4c3)nc2c1
0.5	-0.62	COc1cc2[nH]c(=S)n(NC(=O)CC(C)C)c(=O)c2cc1OC
0.6	0.47	CC1CCN(CCCCOc2ccc(Cl)cc2)CC1
1.3	-1.3	COc1ccc(NCc2nnc(SCC(=O)Nc3ccc(OC)cc3OC)o2)cc1
0.9	nt	CN(CC(=O)Nc1ccc(Cl)c(Cl)c1)C(=O)CNC(=O)C1CCCCC1
-1.8	0.79	CCC(Cc1ccccc1)NC(=O)Cn1cccc1C(=O)c1ccccc1 (stereo not given)
-0.3	-1.2	COc1ccc(CN2CC(C(=O)NCCCN3CCCCCC3)CC2=O)cc1 (stereo not given)
-1.3	nt	CC(=O)Nc1ccc(NC(=O)CN2C(=O)NC3(CCCCCCC3)C2=O)cc1
-1.5	0.62	Cc1ccc(C(=O)NNC(=O)/C=C\C(=O)O)cc1
0.5	-0.15	Cc1[nH]c(=O)[nH]c(=O)c1S(=O)(=O)Nc1cccc([N+](=O)[O-])c1C
0.5	-0.34	CC1CC(CCC(=O)NC(=S)Nc2ccc(Cl)cn2)C(=O)O1 (stereo not given)
-0.2	2.2	O=C(CCC1CCCN(C(=O)C2=CCCC2)C1)N1CCN(c2ccccn2)CC1 (stereo not given)
1.4	1.5	CN(C)S(=O)(=O)c1cccc(NC(=O)c2cc3ccccc3o2)c1
-1.0	nt	O=C(COc1ccc(-c2nnco2)cc1)NC1CCS(=O)(=O)C1 (stereo not given)
-11	0.59	O=C(NC1CCCCC1)c1ccc(N2CCOCC2)c([N+](=O)[O-])c1
0.3	1.9	Cn1ncc(Cl)c1C(=O)N1CCOCC1
23	0.02	CS(=O)(=O)c1ccc2nc(NC(=O)CN3CCN(Cc4ccccc4)CC3)sc2c1
nt	-0.88	CC1(C)CCSC(/C=C/c2ccccc2)=N1
2.1	-16	CC(C)CSC1=NSC2=NC(=O)/C(=C\c3coc4ccccc4c3=O)C(=N)N12
-1.6	0.64	O=C(CCn1c(=O)oc2ccccc21)NCCCN1CCCC1=O
1.2	-1.4	CCc1nn(CC(=O)NCCCN2CCc3ccccc3C2)c(=O)c2cc3sccc3n12
-0.1	-0.47	CN(C)S(=O)(=O)c1ccc(Cl)c(NC(=O)COC(=O)/C=C/c2cnc3ccccc3n2)c1
-0.8	0.13	COc1ccc2cc(C(=O)C3CCCN(C(=O)c4cc(=O)n(C)c(=O)n4C)C3)ccc2c1 (stereo not given)
1.9	-2.5	CN(C)c1ccnc(-n2cccc2/C=N/OCc2cccc(F)c2)c1C#N
-0.7	0.28	Cc1c(CN2CCC(CO)(CC3CCCCO3)CC2)cnn1C (stereo not given)
-0.4	0.55	O=C(Nc1ccon1)c1cccc(S(=O)(=O)N2CCCCC2)c1
-0.8	nt	COC(=O)c1ccccc1S(=O)(=O)N1CCC(C(=O)NC2CCCCC2)CC1
-0.2	-0.62	COc1cc(/C=N/n2cnnc2)ccc1OS(=O)(=O)c1ccccc1[N+](=O)[O-]
0.2	-0.76	Cc1nc(SCC#N)c2c(C)c(C)sc2n1
-0.7	0.58	CN(CCO)CC(O)CN(c1ccccc1)c1ccccc1 (stereo not given)
-1.7	-0.35	Clc1ccc(-c2noc3c2-c2nc(Cc4cccc5ccccc45)sc2CC3)cc1
-0.2	-0.01	COc1cc(NC(=O)C2CCC(CNc3c(N4CCC(C)CC4)c(=O)c3=O)CC2)cc(OC)c1 (stereo not given)
-0.2	0.09	COC(=O)c1nc2n(n1)C(c1ccccc1OC)C1=C(CCCC1=O)N2 (stereo not given)
0.0	0.06	C/C(CC(C)C)=N/Nc1ccc([N+](=O)[O-])cc1[N+](=O)[O-]
-0.7	0.04	CCOC(=O)C(NCCCO)c1ccccc1 (stereo not given)
-1.9	0.15	COc1ccc(N(CC(=O)NCCC2=CCCCC2)S(=O)(=O)c2ccc(C)cc2)cc1OC
-0.2	-0.13	CC(NC(=O)[C@H](C)NC(=O)c1ccco1)c1ccc(S(N)(=O)=O)cc1 (stereo not given in full)
-1.0	-0.53	COc1ccccc1N1CCN(C2CCCCC2NS(=O)(=O)c2ccc(Cl)cc2)CC1 (stereo not given)
6.1	-1.1	CCOC(=O)Cc1csc(SCn2nnc3ccccc3c2=O)n1
-0.1	0.34	O=C(Cn1ncc2c([nH]c3ccccc32)c1=O)N1CCc2ccccc2C1

Look-ups from the results shown:
`CC1(C)CCSC(/C=C/c2ccccc2)=N1` in Kir21 block is listed with -0.88
`CCOC(=O)C(NCCCO)c1ccccc1` (stereo not given) in Kir21 block is listed with 0.04
`Cc1nc(SCC#N)c2c(C)c(C)sc2n1` in Kir21 block is listed with -0.76
`Cn1ncc(Cl)c1C(=O)N1CCOCC1` in Kir21 block is listed with 1.9
`CCOC(=O)Cc1csc(SCn2nnc3ccccc3c2=O)n1` in Kir21 block is listed with -1.1

Carrying on:
STK33 inh	Kir21 block	SMILES
-0.5	nt	O=C(CSc1ccccc1F)NNC(=O)c1ccncc1
-0.8	0.38	CC(=O)OC1CCC(OC(C)=O)c2c1n([O-])c(C)c(C)[n+]2=O (stereo not given)
-0.1	-0.78	O=S(=O)(c1ccc(Br)s1)N1CCN(c2ncccn2)CC1
-0.5	0.83	Cc1cc(Cl)ccc1Oc1ccccc1C(=O)CC#N
0.8	-0.73	O=C(O/N=C(\c1ccccc1)c1ccncc1)c1ccccc1F
-2.3	0.95	CSc1nc(-c2ccccc2)nn1C(=O)c1ccc(C)cc1
-0.7	0.01	O=c1c(-c2ccco2)[n+]([O-])c2ccccc2n1OCc1ccccc1F
0.4	-0.03	COc1cccc(NS(=O)(=O)c2csc(C(N)=O)c2)c1
1.1	-1.6	Cc1cccc2cc(C#N)c(NCCNC(=S)NCCCN3CCOCC3)nc12
-0.6	nt	Cc1ccccc1NC(=O)COC(=O)CCc1c[nH]c2ccccc12
-0.6	-0.31	CCOC(=O)N1CCN(S(=O)(=O)c2ccc(C)cc2)C1c1ccccc1 (stereo not given)
0.0	-1.1	O=C(O)c1cc(S(=O)(=O)N2CCOCC2)ccc1N1CCOCC1
-0.7	0.54	Cc1ccc(S(=O)(=O)Nc2cc(C)nn2-c2ccccc2)cc1
-0.7	-0.4	CN(C)/C=C/C(=O)c1ccc(N2CCN(c3ncc(C(F)(F)F)cc3Cl)CC2)cc1
2.1	-1.9	O=C(COc1ccccc1)Nc1cccc(-c2nc3ccccc3[nH]2)c1
-0.6	0.88	COc1ccc2c(CC(=O)OCC(=O)c3ccccc3OC)coc2c1
-0.1	-1.3	CCCCOc1ccc(C(=O)Oc2cccnc2)cc1
1.3	-0.01	C/C(NCC(C)(C)CN(C)C)=C(/C#N)C(=O)NCc1ccccc1
-1.8	0.05	CCN(CC)CC#CCC(O)(c1ccccc1)C1CCCC1 (stereo not given)

Taken from the listing, 3 compounds:
STK33 inh	Kir21 block	SMILES
-0.5	nt	O=C(CSc1ccccc1F)NNC(=O)c1ccncc1
-0.8	0.38	CC(=O)OC1CCC(OC(C)=O)c2c1n([O-])c(C)c(C)[n+]2=O (stereo not given)
-0.1	-0.78	O=S(=O)(c1ccc(Br)s1)N1CCN(c2ncccn2)CC1
